C8 TRAIL sens – viability loss with TRAIL in NB7+C8 cells, primary screen, TRAIL sensitizer project, cell-based, ATPlite luminescence | 360,000 compounds, 1% hits | inhibition (viability loss, TRAIL sensitization), % at 10 µM;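 active means compounds causing at least 50% loss of cell viability in the single-dose screen, relative to plate controls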
Peg3 promoter – Peg3 promoter-driven luciferase inhibitors, primary screen, cell-based, HeLa, luciferase luminescence. HeLa PEG-Prom luciferase reporter, overnight. inhibition, % at 20 µM. 360,000 compounds, 1.7% hits;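 active means inhibition of at least 50% at 20 µM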
HIF-2a inh – HIF-2a reporter inhibitors, primary screen, luminescence, 786-0 RCC cells | 786-0 RCC cells HIF-2a reporter, luciferase luminescence, overnight | inhibition, % at 18.8 µM | 360,000 compounds, 0.72% hits | AID 624352, 2012;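 active means inhibition of the luminescence signal of 40% or more relative to plate controls, in a single-dose primary screen at 18.75 µM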
hiPSC survival – enhancers of single-cell hiPSC survival, primary screen, ATPlite luminescence. survival enhancement, % at 20 µM. 100% = ROCK inhibitor wells, 0% = DMSO. 360,000 compounds, 0.044% hits; in the data active means survival enhancement above about 18%;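 further: cells exposed to compounds for 16 hours before the ATP read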
Shn3 3UTR inh – reduction of Shn3 3'UTR firefly luciferase signal, primary screen, Schnurri-3 inhibitor project, cell-based, Clone20 osteoblasts, set 2. inhibition, % at 12.5 µM. Clone20 osteoblast Shn3 3'UTR firefly luciferase, 24 h. 360,000 compounds, 0.52% hits;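 active means mean inhibition of at least 75% with every replicate also reaching 75%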;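 further: 0% = median of neutral control wells and 100% = pilot-screen positive control compound; some compounds past the cut are filed as inactive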
CF NFkB block – inhibitors of PAF-induced NF-kB signaling, primary screen, cell-based, GFP fluorescence, uHTS; KKLEB NF-kB-GFP reporter, GFP fluorescence overnight; inhibition, % at 5 µM; 360,000 compounds, 0.86% hits;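 active means at least 50% inhibition at 5 µM, scaled per plate between neutral and stimulator controls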;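 further: PAF is a Pseudomonas aeruginosa culture filtrate used as stimulus; plate controls were PAF-stimulated DMSO wells for no effect and unstimulated DMSO wells for full effect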
EBV LMP1 NFkB – EBV LMP1-driven NF-kappaB luciferase reporter inhibitors, primary screen, cell-based, luminescence, single point; LMP1-induced NF-kappaB luciferase reporter cells; inhibition, % at 12.5 µM; 350,000 compounds, 0.69% hits; in the data active means inhibition above about 41%;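 further: 0% = neutral control wells and 100% = reference inhibitor control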
TRPM1 prom inh – inhibitors of MITF-dependent TRPM1 promoter reporter, primary screen, cell-based, SK-MEL-5, single point, luciferase; SK-MEL-5 TRPM1 promoter luciferase, 24 h; inhibition, % at 12.5 µM; 330,000 compounds, 0.83% hits;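 active means mean inhibition across replicates of 60% or more, whatever share of single replicates reaches that level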; further: values of inactives mirror those of a sister screen read the other way
KKLEB tox – cytotoxicity in KKLEB CF airway cells, primary screen, cytotoxicity control for CF NF-kB inhibitor project, cell-based, uHTS, fluorescence assay plates | KKLEB CF airway cells viability, ATPlite luminescence, overnight; stronger effect = lower value; cells stimulated with P. aeruginosa culture filtrate | activity change (cytotoxicity), % at 5 µM | 360,000 compounds, 0.36% hits;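 active means corrected activity change at or below -50% at 5 µM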
NR2E3 ag-1 – NR2E3 agonists in two-hybrid cells, primary screen, cell-based, luminescence, CHO-S, Gal4-NCOR/VP16-NR2E3; Photoreceptor-specific nuclear receptor (Homo sapiens), Q9Y5X4; luciferase; inhibition of corepressor binding, % at 3.98 µM; 360,000 compounds, 0.35% hits; AID 602229, 2012;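 active means inhibition above the mean of all tested compounds plus 3 SD, cut at about 70% in these data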;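 further: 0% = DMSO with NR2E3 transfected cells and 100% = cells lacking NR2E3 construct; higher means lower luciferase signal from less NR2E3 corepressor binding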
Target sequence (Q9Y5X4 whole entry, looked up, the tested form may be a part): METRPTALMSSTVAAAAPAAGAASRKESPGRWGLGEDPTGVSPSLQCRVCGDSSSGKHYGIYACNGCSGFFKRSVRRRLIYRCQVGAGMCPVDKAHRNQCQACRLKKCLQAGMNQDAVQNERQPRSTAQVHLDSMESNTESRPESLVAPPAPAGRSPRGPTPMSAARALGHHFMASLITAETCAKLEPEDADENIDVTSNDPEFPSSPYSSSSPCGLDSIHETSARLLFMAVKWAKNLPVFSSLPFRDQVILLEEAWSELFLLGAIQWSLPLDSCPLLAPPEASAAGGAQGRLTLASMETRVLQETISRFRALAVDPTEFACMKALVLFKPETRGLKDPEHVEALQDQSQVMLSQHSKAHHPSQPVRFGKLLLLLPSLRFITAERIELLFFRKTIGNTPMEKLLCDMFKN
NR2E3 ag-2 – inhibitors of NR2E3-RetCOR corepressor binding, primary screen, NR2E3 agonist project, biochemical, TR-FRET, GST-NR2E3, biotin-RetCOR | Photoreceptor-specific nuclear receptor (Homo sapiens), Q9Y5X4 | 1536-well | inhibition of corepressor binding, % at 4.78 µM | 320,000 compounds, 0.12% hits | AID 2300, 2010;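 active means percent inhibition above the cutoff of mean plus 3 SD of all tested compounds, set per screening campaign, cut at about 20% in these data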;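 further: 0% = DMSO wells and 100% = biotin wells as full block of FRET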
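System: GST-tagged NR2E3 plus biotinylated RetCOR corepressor; Buffer or medium: pH 7.5 Tris-based buffer; Probe or stimulus: RetCOR corepressor, biotinylated, 7 nM; Doses: compound at 4.8 µM, single dose; Schedule: 5 h incubation at 4 °C; Technique: time-resolved FRET; Evaluation: percent inhibition of TR-FRET ratio; Replication: one well per compound, singlicate testing.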
* marks the source's active call; other numbers are inactive results; · = not tested or not shown. Only part of the results is shown; the hit share may differ from the screen's.

Every second line gives: C8 TRAIL sens, Peg3 promoter, HIF-2a inh, hiPSC survival, Shn3 3UTR inh, CF NFkB block, EBV LMP1 NFkB, TRPM1 prom inh, KKLEB tox, NR2E3 ag-1, NR2E3 ag-2
1	CCOc1ccc(NC(=O)CN(C)C(=O)c2ccc(COc3ccccc3)o2)cc1OCC
    2, 5, -6, -0.3, 17, -2, -3, 8, -10, -20, 1
2	O=C(O)CNC(=O)c1ccc(NC(=O)/C(=C/c2cccc([N+](=O)[O-])c2)NC(=O)c2ccco2)cc1
    7, -6, 7, -0.1, -22, -10, -2, 3, 11, -19, 1
3	Cc1cc(NC(=O)CCC(=O)N(Cc2ccccc2)C(C(=O)NC2CCCC2)c2ccco2)no1 (stereo unspecified)
    -15, 10, 9, 1.9, 6, -12, 3, 1, -4, -2, -2
4	Cc1cc(C(=O)NC2CCCN(Cc3ccc(Cl)cc3)C2)no1 (stereo unspecified)
    5, 12, 11, 0.2, 3, -20, 3, 19, 15, -18, 0
5	O=C1CC(c2ccc3c(c2)OCO3)c2cc3c(cc2N1)OCCO3 (stereo unspecified)
    -4, 6, -19, -4.3, 14, 17, -15, 8, -6, -19, 4
6	Cc1ccc(/C=C2/Sc3ccc(C(=O)NCCN4CCOCC4)cc3NC2=O)cc1
    4, 5, -21, -0.6, 5, -7, 3, -20, -2, 14, -1
7	CCOc1ccccc1NS(=O)(=O)c1ccc2c(c1)N(C)CCO2
    12, 2, 8, -0.2, 17, -16, ·, -7, 8, 2, 5
8	CCOC(=O)C1=CCC2C(=O)N(CC)C(=O)C12 (stereo unspecified)
    11, -18, 12, 5.4, -20, -3, ·, ·, 5, -15, ·
9	c1ccc(COc2cccc(CNCc3cccs3)c2)cc1
    4, -84, -92, -0.1, -24, 2, -3, -6, -5, -16, -4
10	CC(=O)C[C@H](O)CC(=O)[C@@H]1OC(=O)[C@H](C)C/C=C\Cc2ccccc21
    -5, -5, 1, -2.0, 1, -9, -1, 8, 7, -24, ·

Every second line gives: C8 TRAIL sens, Peg3 promoter, HIF-2a inh, hiPSC survival, Shn3 3UTR inh, CF NFkB block, EBV LMP1 NFkB, TRPM1 prom inh, KKLEB tox, NR2E3 ag-1, NR2E3 ag-2
11	CCN(CC)c1nc(=S)nc(NC(C)(C)C)[nH]1
    3, 20, -11, 3.2, -7, 22, -26, -16, -6, 17, -6
12	Cc1nn(CC(=O)N2CCOCC2)c(=O)c2ccccc12
    1, 18, 13, -0.9, -1, -21, 5, -1, 13, -6, -2
13	O=C(c1ccc(-n2cccn2)cc1)N1CCc2c([nH]c3ccccc23)C1c1ccccn1 (stereo unspecified)
    -8, 5, -9, 5.8, ·, 18, -10, 10, -10, 8, 4
14	CC1CC(=O)N(CCc2ccccc2)C(=O)C1
    0, -15, -35, 1.4, -8, -29, 3, -12, 1, -26, ·
15	CC1CN(S(=O)(=O)c2cccc(C(=O)Nc3ccc(S(=O)(=O)NC4=NCCCCC4)cc3)c2)CC(C)O1 (stereo unspecified)
    1, 2, 0, -0.5, 16, 24, -4, 12, -8, 18, -3
16	O=[N+]([O-])c1ccc(Cl)cc1Sc1ccccn1
    -15, 12, 7, 0.3, -4, 2, 0, 12, 2, -7, -1
17	O=C(Nc1cccc(S(=O)(=O)N2CCCCC2)c1)c1ccco1
    19, 18, -10, -0.5, 2, -29, 7, -11, -7, 9, 1
18	CCOc1ccc(C(=O)N(C)C2CCS(=O)(=O)C2)cc1 (stereo unspecified)
    1, -5, 9, -0.2, 1, 8, -17, 0, -1, -14, 1
19	O=C(CC1SCCNC1=O)Nc1ccc(Cl)cc1 (stereo unspecified)
    3, -86, -103, 0.8, -60, -6, -7, -31, 4, -22, -1
20	COc1ccc(Cc2nnc(SCC(=O)NCCc3ccccc3)o2)cc1
    0, 15, 10, -1.2, -3, 0, -3, -1, 8, 10, 0

Every second line gives: C8 TRAIL sens, Peg3 promoter, HIF-2a inh, hiPSC survival, Shn3 3UTR inh, CF NFkB block, EBV LMP1 NFkB, TRPM1 prom inh, KKLEB tox, NR2E3 ag-1, NR2E3 ag-2
21	C[C@H]1CN([C@@H](C)CO)S(=O)(=O)c2ccc(Br)cc2O[C@H]1CN(C)C(=O)CCN1CCCCC1
    15, -7, 3, -0.4, -2, 0, 8, ·, 5, -1, ·
22	CCN(CCn1cccn1)Cc1nc(-c2ccccc2)no1
    1, 2, -4, 0.1, 11, -12, -8, 0, 4, 4, 4
23	Cc1ccc(C)c(N2CCN(c3ccncc3N)CC2)c1
    23, -19, 3, -0.2, 8, -12, 5, 3, 12, -42, 2
24	CC1=C(C(=O)OC2CCCCC2)C(c2cccs2)n2c(nc3ccccc32)N1 (stereo unspecified)
    -2, 19, 8, 0.0, -5, 11, 1, 0, 7, -34, 0
25	O=[N+]([O-])c1ccc(CN2CC(N3CC=CC3)CS2(=O)=O)cc1 (stereo unspecified)
    -2, -12, 4, 1.5, 3, -9, ·, ·, -11, -2, ·
26	CC1CCN(C(=O)COC(=O)c2ccccc2C(=O)c2ccccc2)CC1
    3, -35, -18, -1.3, 1, -10, -1, -14, 2, -6, ·
27	CCOC(=O)CSc1nc2ccccc2n2c(C)nnc12
    -1, -5, -5, -0.3, 7, 0, 3, -5, -16, -21, -2
28	CCc1cccc2c(C(=O)COC(=O)c3c(C)noc3C)c[nH]c12
    8, -39, -83, -0.3, -6, -13, -3, -23, 4, -27, 1
29	Cc1ccc(N2Cc3ccccc3C2=O)cc1
    58*, -179, -178, -0.6, -20, -32, 14, -3, -14, -209, -5
30	Cc1cc(C)cc(OCC(=O)OCC(=O)N2CC(=O)Nc3ccccc32)c1
    6, 6, 10, -0.5, -1, 12, 3, -14, 2, 12, 0

Given field by field: 2 of the compounds above
(24) CC1=C(C(=O)OC2CCCCC2)C(c2cccs2)n2c(nc3ccccc32)N1 (stereo unspecified)
  C8 TRAIL sens: -2	Peg3 promoter: 19	HIF-2a inh: 8	hiPSC survival: 0.0	Shn3 3UTR inh: -5	CF NFkB block: 11	EBV LMP1 NFkB: 1	TRPM1 prom inh: 0	KKLEB tox: 7	NR2E3 ag-1: -34	NR2E3 ag-2: 0
(28) CCc1cccc2c(C(=O)COC(=O)c3c(C)noc3C)c[nH]c12
  C8 TRAIL sens: 8	Peg3 promoter: -39	HIF-2a inh: -83	hiPSC survival: -0.3	Shn3 3UTR inh: -6	CF NFkB block: -13	EBV LMP1 NFkB: -3	TRPM1 prom inh: -23	KKLEB tox: 4	NR2E3 ag-1: -27	NR2E3 ag-2: 1

Carrying on.
Every second line gives: C8 TRAIL sens, Peg3 promoter, HIF-2a inh, hiPSC survival, Shn3 3UTR inh, CF NFkB block, EBV LMP1 NFkB, TRPM1 prom inh, KKLEB tox, NR2E3 ag-1, NR2E3 ag-2
31	Cc1nc(SCC(=O)N(C)C2CCCCC2)[nH]c(=O)c1Cc1ccccc1
    0, 7, -7, -0.1, 1, 5, 2, 5, 6, -10, 4
32	COc1ccc(-n2c(C)cc(-c3csc(N)n3)c2C)cc1
    -1, 1, 9, 1.0, 4, -31, -10, 59, 7, -27, 5
33	CNS(=O)(=O)c1cccc(C(=O)OCC(=O)Nc2ccc(-c3nc4ccc(C)cc4s3)cc2)c1
    75*, -37, -183, -2.4, -3, -41, 11, -12, -19, -207, -9
34	O=C(NC1CCCC1)C(c1ccc(F)cc1)N(C(=O)c1csnn1)c1ccccc1F (stereo unspecified)
    -3, 12, 24, -0.4, 1, 2, -7, 2, 4, -43, -1
35	COc1ccccc1Nc1nc(C)cc(C)n1
    -7, -32, 11, -0.6, -3, 3, -10, -6, -3, 13, 1
36	CCOc1ccc2nc(N3CCC(C(=O)N4CCN(C(=O)c5ccco5)CC4)CC3)sc2c1
    21, -43, -89, -1.7, 7, 2, 0, -10, 10, -41, -2
37	COC(=O)c1c(C(=O)OC)c(C)n(Cc2ccco2)c1C
    -7, -6, 9, -2.0, -2, 4, -2, 7, -1, 4, 0
38	Cc1nn(C)c(C)c1S(=O)(=O)N(CC(=O)NCc1cccs1)c1ccc(C(C)C)cc1
    -7, 3, 2, 0.1, -16, 0, -1, -12, 9, -45, 1
39	Nc1nc(COC(=O)CCC(=O)c2ccc(Cl)cc2)nc(Nc2ccccc2)n1
    -9, -14, 8, -3.0, 13, -2, 1, -5, -38, -6, 0
40	Cn1c(SCC(=O)NC(=O)CN2CCCC2=O)nnc1-c1ccc(F)cc1
    -3, 8, 12, -0.7, -17, 23, -8, -3, -12, -5, -3

Every second line gives: C8 TRAIL sens, Peg3 promoter, HIF-2a inh, hiPSC survival, Shn3 3UTR inh, CF NFkB block, EBV LMP1 NFkB, TRPM1 prom inh, KKLEB tox, NR2E3 ag-1, NR2E3 ag-2
41	COc1ccc(CCNC(=O)c2ccccc2N(C)S(=O)(=O)c2ccccc2)cc1
    -3, 12, 18, 1.1, -9, 1, 2, 27, 2, 25, 3
42	CCOC(=O)[C@H]1[C@H]2COc3ccc(Br)cc3[C@@H]2N2C(=O)CN(Cc3ccccc3)C(=O)[C@@]12C
    6, 17, -3, -3.1, 27, 8, 6, -10, -18, -32, 1
43	Cc1ccc(OCC(=O)Nc2ccc(NC(=O)c3ccccc3)cc2)cc1C
    0, 0, 3, -0.1, 9, -1, 5, -1, 5, -6, -2
44	COc1ccc(C(=O)/C=C2\C(=O)Nc3ccc(Br)cc32)cc1
    59*, 76*, -43, -2.2, 37, 11, 9, 1, -14, -50, ·
45	COC(=O)c1ccc(C2OCC(C)(C)CO2)cc1
    13, -154, -119, -0.6, -45, -2, -21, -71, -2, -16, 5
46	Cc1ccc2c(c1)COc1c3ccc(C(=O)NCC4CC4)cc3nn1-2
    24, -245, -291, -1.6, -98, -49, -24, -75, 8, -160, 1
47	CCNc1ccccc(C(=O)/C=C/c2ccc3c(c2)OCO3)c1=O
    2, -16, 5, -2.8, -25, -4, 1, 13, -3, -22, 5
48	COc1ccc(CN2CCCC(CO)(Cc3cccc(Cl)c3)C2)cc1OC (stereo unspecified)
    1, 26, 20, -0.8, 10, 19, -5, 0, -13, 4, 2
49	COc1ccc(NC(=O)C2CC(=O)NC3=C2C(=O)CC(C)(C)C3)cc1 (stereo unspecified)
    -20, -1, 1, -2.6, 13, -4, -8, 8, 2, -11, 2
50	Cc1cc(Br)c(OCC(=O)NN)c2c1CCC2
    -20, -1, 19, -0.6, 0, 3, -2, 11, -4, -28, -7
51	Cc1nc(N2CCC(C)CC2)c2c(C)c(C(=O)Nc3ccccc3C(F)(F)F)sc2n1
    -1, 25, 3, 3.1, 18, 5, 5, -2, 2, -3, 4
